Compound activity (PubChem)
NSD2 inh: NSD2 histone methyltransferase inhibitors, primary screen, biochemical, AlphaScreen, single concentration, set 2; Histone-lysine N-methyltransferase NSD2 (Homo sapiens), O96028; NSD2 peptide methylation, 120 min; inhibition, % at 12.5 µM; 310,000 compounds, 0.54% hits; in the data active = inhibition above about 50%
Target sequence (O96028 whole entry, looked up): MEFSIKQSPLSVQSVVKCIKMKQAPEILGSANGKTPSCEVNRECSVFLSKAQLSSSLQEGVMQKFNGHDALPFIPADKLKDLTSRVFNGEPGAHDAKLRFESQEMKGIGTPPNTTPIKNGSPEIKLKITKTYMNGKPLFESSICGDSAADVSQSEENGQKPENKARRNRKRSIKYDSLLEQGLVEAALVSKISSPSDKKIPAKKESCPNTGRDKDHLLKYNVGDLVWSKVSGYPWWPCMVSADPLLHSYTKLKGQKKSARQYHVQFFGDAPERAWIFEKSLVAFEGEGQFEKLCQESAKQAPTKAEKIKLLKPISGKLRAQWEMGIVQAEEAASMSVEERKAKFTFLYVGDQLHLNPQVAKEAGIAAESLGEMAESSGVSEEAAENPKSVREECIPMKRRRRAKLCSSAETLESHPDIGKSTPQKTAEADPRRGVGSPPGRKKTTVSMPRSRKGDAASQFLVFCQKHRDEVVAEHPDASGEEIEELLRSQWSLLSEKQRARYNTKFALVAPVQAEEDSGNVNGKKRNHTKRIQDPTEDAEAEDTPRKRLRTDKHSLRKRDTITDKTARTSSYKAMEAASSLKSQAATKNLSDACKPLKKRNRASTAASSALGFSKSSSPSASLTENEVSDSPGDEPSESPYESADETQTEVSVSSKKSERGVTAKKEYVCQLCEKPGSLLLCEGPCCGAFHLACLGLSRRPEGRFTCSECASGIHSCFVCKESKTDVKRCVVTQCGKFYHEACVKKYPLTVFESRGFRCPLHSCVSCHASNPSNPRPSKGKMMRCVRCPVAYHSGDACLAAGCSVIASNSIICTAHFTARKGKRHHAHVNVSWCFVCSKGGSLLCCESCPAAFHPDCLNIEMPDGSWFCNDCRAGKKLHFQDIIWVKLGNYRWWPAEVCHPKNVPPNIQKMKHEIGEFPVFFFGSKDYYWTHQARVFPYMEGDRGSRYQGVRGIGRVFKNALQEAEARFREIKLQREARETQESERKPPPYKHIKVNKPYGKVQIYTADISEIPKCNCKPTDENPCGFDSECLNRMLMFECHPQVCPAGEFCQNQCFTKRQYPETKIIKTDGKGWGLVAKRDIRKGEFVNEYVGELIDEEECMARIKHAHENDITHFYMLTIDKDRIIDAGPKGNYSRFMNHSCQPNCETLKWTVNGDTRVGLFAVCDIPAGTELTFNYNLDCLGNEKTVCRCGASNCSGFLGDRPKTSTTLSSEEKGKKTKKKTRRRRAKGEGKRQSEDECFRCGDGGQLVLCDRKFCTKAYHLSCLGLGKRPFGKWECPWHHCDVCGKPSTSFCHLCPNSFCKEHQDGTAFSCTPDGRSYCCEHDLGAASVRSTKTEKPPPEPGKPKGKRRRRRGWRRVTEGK
* hit, by the source's call.

SMILES	NSD2 inh
CC(C)CCNC(=O)C1CCCN(C(=O)c2ccc3c(c2)NC(=O)CS3)C1 (centres undefined)	-2.2
CCN(CC)c1ccc(C=Nn2c(-c3ccc(F)cc3)n[nH]c2=S)c(O)c1	6.1
Cc1cccc(CC(=O)NCCS(=O)(=O)N2CCN(c3ccccc3)CC2)c1	-1.6
Cc1ccc(C2C=CC(C#N)=CN2Cc2ccccc2)cc1 (centres undefined)	0.3
CC(=O)N1CCN(c2cc(-c3ccco3)nc3cc(-c4ccccc4)nn23)CC1	-2.2
CC(C)NC(=O)CCn1nnc(-c2cccs2)n1	5.3
NC(CSCc1ccccc1)C(=O)Nc1ccc([N+](=O)[O-])cc1 (centres undefined)	6.2
O=C(CSc1nnc(-c2cccc(Cl)c2)n1Cc1ccco1)Nc1ccc2c(c1)OCO2	0.0
Cc1cc(C)nc(N2CCN(C(=O)CSc3nc4ccccc4nc3N3CC(C)OC(C)C3)CC2)n1 (centres undefined)	-4.6
O=c1[nH]c(=O)c2ncc(-c3ccc(Cl)cc3)nc2[nH]1	-3.1
O=C(CCCCCN1C(=O)C2C3C=CC(C3)C2C1=O)Nc1ccc(Cl)cc1 (centres undefined)	-4.0
CCN(CC)C(=O)Cn1nc(Cc2ccncc2)c2ccccc2c1=O	14.8

A draw from above in order of length of the SMILES, largest number first.
SMILES	NSD2 inh
Cc1cccc(CC(=O)NCCS(=O)(=O)N2CCN(c3ccccc3)CC2)c1	-1.6
CCN(CC)C(=O)Cn1nc(Cc2ccncc2)c2ccccc2c1=O	14.8
CC(C)NC(=O)CCn1nnc(-c2cccs2)n1	5.3

The results go on:
SMILES	NSD2 inh
CC(=O)Nc1ccc(/C=C/C(=O)c2ccccc2)cc1	7.4
O=C(NC1CCCCN(Cc2ccc(Cl)cc2)C1=O)c1ccc(F)c(F)c1 (centres undefined)	33.4
CCCCSc1nnc2c(n1)OC(C(=O)c1ccccc1)Nc1ccccc1-2 (centres undefined)	-1.3
Cc1ccc(-c2nnc(SCC(=O)NNC(=S)Nc3ccccc3)n2C2CCCCC2)cc1	-10.2
Cc1ccc(C)c(NC(=O)c2cc(-c3ccc(Cl)cc3)nc3ccccc23)c1	-2.0
Cc1ccc(/C=N\NC(=O)CN2CCN(S(=O)(=O)c3ccc(Br)cc3)CC2)s1	1.0
Cc1ccc(-c2c3c(=O)n(C)c(=O)n(C)c3c3nnc4ccccc4n23)cc1	-1.0
O=C(NCc1ccco1)O[C@@H]1CC[C@@]23CCCN2C(=O)CCC[C@H]3C1	-0.1
CC(C)(C)c1ccc(S(=O)(=O)N2CCC(C(=O)NCc3cccs3)CC2)cc1	-2.6
COC(=O)[C@@H]1[C@H](O[Si](C)(C)C(C)(C)C)C2OC2C[C@H]1S(=O)(=O)c1ccccc1 (some centres undefined)	-1.8
CCCCC(=O)N(Cc1ccccc1)c1ccccc1C(=O)Nc1cc(OC)ccc1OC	-7.9
COc1cccc(CCNC(=O)CCc2nc(-c3ccccc3F)no2)c1	-3.0

Following part:
SMILES	NSD2 inh
CCOc1ccc(C=Nn2c(-c3ccc(F)cc3)n[nH]c2=S)cc1	-0.1
O=C1C[C@@H](C(=O)Nc2ccc(Cl)cc2)[C@@H](c2ccccc2)O1	-8.8
COCCN(C(=O)COC(=O)c1ccc2c(c1)OCO2)c1c(N)n(Cc2ccccc2)c(=O)[nH]c1=O	1.2
COc1ccc(C2Nc3ccccc3C(=O)N2Cc2ccco2)cc1COc1ccccc1C (centres undefined)	-1.6
COc1ccc(OCc2nn3c(-c4ccccc4)nnc3s2)cc1	5.5
c1csc(-c2nnc(SCc3nc4ccccc4[nH]3)o2)c1	-7.8
OC(c1ccccc1)(c1ccccc1)C1CCN(CCCOc2ccc(Cl)cc2)CC1	0.2
CN(CCC#N)c1ccc(C=C(C#N)c2cccc(C(F)(F)F)c2)cc1	1.7
O=C(C1CCN(c2cncnc2)CC1)N1CCCC1	-1.5
CNc1ccc2ncc(-c3cccc(C(=O)N(C)C)c3)n2n1	-11.8
CCOc1ccc(CN2CCN(Cc3nc(C(C)C)cs3)CC2CCO)cc1 (centres undefined)	-2.0
Cc1ccc(S(=O)(=O)NCC(=O)N2CCN(c3ccccn3)CC2)cc1C	-9.8

(listing goes on)
SMILES	NSD2 inh
Cc1cc(C(=O)NN=Cc2cccc(O)c2)n[nH]1	-0.2
Cc1ccc(S(=O)(=O)c2cc3c(=O)n4cccc(C)c4nc3n(CC3CCCO3)c2=N)cc1 (centres undefined)	-2.3
Cn1ccc2cc(S(=O)(=O)N3CCN(S(=O)(=O)c4c(F)cccc4F)CC3)ccc21	15.0
Cc1ccc(-c2cnc(C(O)c3cccc(Cl)c3)[nH]2)cc1 (centres undefined)	-0.9
COc1ccccc1CNC1CCC12CCC(c1ccccc1)CC2 (centres undefined)	-2.1
COc1ccc(NC(=O)c2ccc(NC(=O)c3cccnc3)cc2)cc1	-3.5
CC1(C(=O)NS(=O)(=O)c2ccc(Cl)cc2)CCN1C(=O)CCC1CCCC1 (centres undefined)	-1.7
C#CCNC(=O)CSCc1nc(-c2ccc(OCC)cc2)oc1C	-2.5
COc1cccc(N2CCN(CC(=O)NCc3c(F)cccc3F)CC2)c1	-1.3
O=C(NCC1COc2ccccc2O1)c1ccc(NC(=O)c2cccc(F)c2)cc1 (centres undefined)	-1.8
COc1cc(C2CC(=O)Nc3n[nH]c(-c4ccccc4)c32)cc(OC)c1OC (centres undefined)	-1.9
CCN(CC)CCN1C(=O)C(O)=C(C(=O)c2ccc(C)o2)C1c1ccccn1 (centres undefined)	-2.2

More compounds
molecule,NSD2 inh
COc1ccc2ccccc2c1C=NNC(=O)c1cc(-c2ccc(C)c(C)c2)n[nH]1,-1.9
COc1ccccc1OCCSc1nc(C)c(Cc2ccccc2)c(=O)[nH]1,0.3
O=C(NCCc1ccccc1)OCc1cn(-c2ccc(F)cc2)nn1,-1.1
CCN(CC)c1ccc(C=NNC(=O)Cc2cc(=O)[nH][nH]2)c(O)c1,6.0
Cc1ccc(Cn2cc(COC(=O)NCC(C)C)nn2)cc1,-1.7
Cc1ccc(OCc2nnc(SCC(=O)Nc3ccc4c(c3)OCO4)n2Cc2ccco2)cc1,2.7
Cc1ccc2occ(CN3CCN(Cc4ccccc4)CC3)c(=O)c2c1,-4.2
Cc1cccc(C)c1NC(=O)Cn1nnc(-c2ccncc2)n1,-1.3

Remaining list, next part:
molecule,NSD2 inh
CCN=C1S/C(=C/c2cc(C)n(-c3ccc(Cl)cc3F)c2C)C(=O)N1CC,0.0
O=C(NCc1ccccc1F)C1CCC(CNS(=O)(=O)c2cccc3cccnc23)CC1 (centres undefined),-5.8
CCN(CC)CCCNC(=O)c1ccc2c(SCC(=O)O)c3c(nc2c1)CCC3,20.5
COc1ccc(-c2noc(C3CCCN(C(=O)Nc4ccc(Cl)cc4)C3)n2)cc1 (centres undefined),-3.2
CC(=O)c1ccccc1NC(=O)COC(=O)c1ccc2c(c1)nc(C)n2-c1ccccc1,-3.5
O=C(CSc1nnc(-c2ccncc2)n1-c1ccc(Cl)cc1)c1ccc(Cl)c(Cl)c1,-1.2
CCOC(=O)c1cnc2c(N=Nc3cccc(Cl)c3)c(N)nn2c1N,-0.9
COc1cc(-c2cnc3c(NC=O)cc(-c4ccc(C)cc4)cn23)cc(OC)c1OC,-0.5

Single values from above:
In NSD2 inh, CCN=C1S/C(=C/c2cc(C)n(-c3ccc(Cl)cc3F)c2C)C(=O)N1CC shows 0.0
In NSD2 inh, CCN(CC)CCCNC(=O)c1ccc2c(SCC(=O)O)c3c(nc2c1)CCC3 shows 20.5
In NSD2 inh, COc1ccc(-c2noc(C3CCCN(C(=O)Nc4ccc(Cl)cc4)C3)n2)cc1 (centres undefined) shows -3.2
In NSD2 inh, CC(=O)c1ccccc1NC(=O)COC(=O)c1ccc2c(c1)nc(C)n2-c1ccccc1 shows -3.5

New compounds follow:
molecule,NSD2 inh
CN(C)c1ccc(C(c2nnnn2C2CCCCC2)N2CCN(C(=O)c3ccco3)CC2)cc1 (centres undefined),1.7
O=C(NCCc1c[nH]c2ccccc12)OCc1cn(-c2ccccc2Cl)nn1,0.6
O=C(OCC#CCSc1nnc(-c2cccc3ccccc23)o1)c1ccccc1,-2.6
COC(=O)c1c(NC(=O)CN2CCN(S(=O)(=O)c3ccccc3)CC2)sc2c1CCC(C)C2 (centres undefined),-0.9
CCOP(=O)(OCC)C(Cc1ccc(OC)c(OC)c1)N=C(c1ccccc1)c1ccccc1 (centres undefined),3.7
CN(C)CCCNc1nc2cc(-c3cncnc3)sc2c(=O)n1C,22.4
Clc1ccc(CN2CCN(N=Cc3cccc(OCc4ccccc4)c3)CC2)cc1,1.5
CCCC1CCC2(CCCN2CCOC(=O)Nc2ccccc2)CC1 (centres undefined),-0.9

(cont.)
molecule,NSD2 inh
COc1ccc(NC(=O)N(CCc2c(C)[nH]c3ccccc23)Cc2cccs2)cc1OC,4.6
COc1cc(C)c(Cl)cc1S(=O)(=O)NCc1ccncc1,-0.9
O=C(NCCN1C(=O)C2C3C=CC(C3)C2C1=O)c1cc(F)cc(F)c1 (centres undefined),3.4
O=C(c1cccc(F)c1)N1CCCC(c2nc(-c3cccs3)no2)C1 (centres undefined),-5.0
CCn1cc(C(=O)N/N=C(/C)c2ccc(F)cc2)c(=O)c2cc(F)c(N3CCCC3)cc21,1.9
c1ccc(Cn2c(SCC3CCC3)nnc2-c2cccnc2)cc1,-0.8
O=C(CN1C(=O)CCSc2ccccc21)Nc1cccc(Cl)c1F,-5.1
COc1cc(/C=N/N=C/c2c[nH]c(=O)c(C#N)c2Nc2ccccc2)ccc1O,4.2

Continuation.
molecule,NSD2 inh
CCCN1CNc2c(c(=O)[nH]c(=S)n2CCc2c(Cl)cccc2Cl)C1,-0.4
COc1cc(OC)cc(C(=O)Nc2cccc(-c3ccc4nncn4n3)c2)c1,-3.9
OC[C@@H]1CN(Cc2ccccc2)C[C@H](n2cnc3c(NCc4ccc(F)cc4)ncnc32)O1,14.0
Cc1ccccc1NC(=O)CSc1nnc(-c2cc(-c3ccccc3)n[nH]2)n1N,-0.6
COc1cc2ccc(CC(=O)O)cc2cc1OC,0.6
Cc1ccc(NC(=O)C2CCCN2S(=O)(=O)c2cccnc2)cc1C (centres undefined),-4.0
Cc1nc2c(OCc3cccc(Cl)c3)cccn2c1N(C)CC1CC1,1.5
CC(C)(C)OC(=O)N1CCC(N[C@@H](Cc2c[nH]c3ccccc23)C(=O)NCC(c2ccccc2)c2ccccc2)(C(=O)NC2CCCCC2)CC1,36.6

Structures above that have a tert-butyl group (3):
molecule,NSD2 inh
CC(C)(C)c1ccc(S(=O)(=O)N2CCC(C(=O)NCc3cccs3)CC2)cc1,-2.6
COC(=O)[C@@H]1[C@H](O[Si](C)(C)C(C)(C)C)C2OC2C[C@H]1S(=O)(=O)c1ccccc1 (some centres undefined),-1.8
CC(C)(C)OC(=O)N1CCC(N[C@@H](Cc2c[nH]c3ccccc23)C(=O)NCC(c2ccccc2)c2ccccc2)(C(=O)NC2CCCCC2)CC1,36.6

Continued:
molecule,NSD2 inh
O=C(CSc1nnc(COc2ccccc2)n1-c1ccc(Cl)cc1)Nc1ccc2c(c1)OCCO2,1.0
CCCOc1ccc2oc(=O)c3c(c2c1)CCCN3C(=O)CN1CCN(C(=O)c2ccco2)CC1,4.0
CCOc1ccc(-n2c(SC/C=C/c3ccccc3)nnc2-c2ccco2)cc1,-0.3
COc1ccc(Cn2cc(COC(=O)N3CCOCC3)nn2)cc1,-0.4
CC(C)CCNC(=O)C1(C)CCN1Cc1ccc2ccccc2c1 (centres undefined),-3.1
Cc1nc2ccc(NC(=O)c3cc(F)cc(F)c3)cc2c(=O)[nH]1,-5.6
CCC[C@H]1[C@@H](NC(=O)C2CCOC2)CC[C@@]23CCCN2C(=O)CCC[C@@H]13 (some centres undefined),-2.4
S=c1[nH]nc(-c2n[nH]c3c2CCC3)n1N=Cc1cccs1,1.8

Rewritten as labelled records: entries from further up
CC(C)CCNC(=O)C1(C)CCN1Cc1ccc2ccccc2c1 (centres undefined)
  NSD2 inh: -3.1
CCCOc1ccc2oc(=O)c3c(c2c1)CCCN3C(=O)CN1CCN(C(=O)c2ccco2)CC1
  NSD2 inh: 4.0

Additional records
molecule,NSD2 inh
Cc1ccc(F)cc1C(=O)N(Cc1ccccn1)CC1CCCO1 (centres undefined),5.1
O=C(NCCO)[C@H](Cc1ccccc1)NC1(C(=O)NCCN2CCOCC2)CCCCC1,-1.8
CCC(C)NC(=O)C1CCN(S(=O)(=O)c2ccc3[nH]c(=O)oc3c2)CC1 (centres undefined),6.5
Cc1ccc(NC(=O)CSc2nnc(-c3cccnc3)n2Cc2ccco2)c(C)c1,-1.2
COc1ccc2c(c1)cc(C)c1nnc(SCC(=O)N3CCN(C(=O)c4ccco4)CC3)n12,-7.6
Cc1ccc(-c2cc(-c3nnc4sc(COc5ccccc5)nn34)[nH]n2)cc1,-0.9
CCC(NC(=O)C1CCCN(c2ncccn2)C1)c1ccccc1 (centres undefined),-2.5
Cc1ccc(OCc2nnc(SCC(=O)Nc3ccc(OCc4ccccc4)cc3)n2-c2ccc(Cl)cc2)cc1,0.9

Carrying on.
molecule,NSD2 inh
COC(=O)C(C)Sc1nc(-c2ccc(OC)cc2)nc2c1c(=O)n(C)c(=O)n2C (centres undefined),-0.3
N#CC1=C(Nc2ccccc2Cl)SC2(CCCC2)NC1=O,-6.9
CCn1ncc(CNC(=O)c2cccc([N+](=O)[O-])c2)c1C,-3.5
NC(=O)N/N=C/c1cn(-c2ccccc2)nc1-c1cccnc1,6.6
COc1ccc(Cn2cc(COC(=O)N(C)Cc3ccccc3)nn2)cc1,-1.6
O=C(Nc1ccc(F)cc1F)c1cc2ncc(Br)cn2n1,25.4
COc1ccc(/C=N/n2cnc3c([nH]c4ccc(Br)cc43)c2=O)cc1CN1CCOCC1,3.6
O=C(CSc1nnc(SCc2cccc3ccccc23)s1)N=Nc1c(O)[nH]c2ccccc12,7.5

Other results.
molecule,NSD2 inh
CCCS(=O)(=O)NC(=O)C1(C)CCN(C(=O)c2ccc(OC)cc2)C1 (centres undefined),5.5
Cc1ccc(-n2c(SCC(=O)Nc3ccc(Oc4ccccc4)cc3)nnc2-c2cccc(C)c2)cc1,-1.0
CCOCCCN(C(=O)c1snc(C(N)=O)c1N)C(C(=O)NCCC(C)C)c1ccc(C)cc1 (centres undefined),0.4
O=S(=O)(c1ccccc1)N1CCC(c2nc3ccccc3o2)CC1,-2.4
O=C(Nc1nnc(CC2=CCCCC2)s1)Nc1ccccc1F,21.1
CCN1CCN(CCOCCOc2ccccc2-c2ccccc2)CC1,6.5

Some of the compounds tested; count on the stated rates, not on these rows.
